GAA glycogen: qHTS Assay for Inhibitors and Activators of Human alpha-Glucosidase Cleavage of Glycogen; Lysosomal alpha-glucosidase (Homo sapiens), P10253; recombinant GAA, glycogen substrate, Amplex Red glucose oxidase fluorescence; Potency, µM (doses to about 76.4 µM), for inactives: at the highest dose activity change, negative = inhibition, usual class: inhibitors; 0.38% of 300,000 active; active = well fitted inhibition curve with a large enough effect; inconclusive = small, poorly fitted or top-dose-only effect, or another doubt; inactive = no such curve, though single readings can be large or run the other way;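 also: 0% = full enzyme reaction and -100% = no-enzyme basal signal; the screen sought inhibitors and activators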
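Natural-substrate format: glycogen cleavage by 4 nM human enzyme, glucose read by Amplex Red coupling (Ex 573, Em 610 nm). Normalized to enzyme and no-enzyme controls.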
* marks the source's active call; other numbers are inactive results; ? = inconclusive; [ ] = another dose, or the depositor's remark. Potency is read from the fitted curve at half-maximal effect.

canonical_smiles	GAA glycogen
COCCn1c(SCC(=O)Nc2ccc(F)cc2F)nc2c([nH]c3ccccc32)c1=O	-4%[76.3 µM]
Cc1ccc(S(=O)(=O)N2CCC(C)CC2)cc1	3%[76.3 µM]
O=C(O)c1nn(CCOc2ccc(Br)cc2)c(=O)c2ccccc12	-8%
Cc1coc2cc3oc(=O)c(CC(=O)N[C@@H](CC(C)C)C(=O)O)c(C)c3cc12	0%
O=C(CN(C(=O)c1csnn1)c1ccc2c(c1)OCCO2)NCc1ccc(F)cc1	2%
CCN(CC)CCN(C(=O)CCS(=O)(=O)c1ccccc1)c1nc2cc(OC)c(OC)cc2s1	-1%[76.3 µM]
CN(C)c1ccc(C2(c3ccc(N(C)C)cc3)OC(=O)c3cc(N)ccc32)cc1	-12%
CS(=O)(=O)c1ccccc1C(=O)Nc1ccc(-c2nc3ccccc3o2)cc1	0%[76.3 µM]
O=C(Nc1ccc(N2CCN(C(=O)c3cccs3)CC2)cc1)c1ccc(F)cc1	-8%[76.3 µM]
O=C(NCCCSc1ccccc1)c1cccnc1	6%[76.3 µM]
CCn1nc(C(=O)NNC(=O)CCOc2cc(C)ccc2C)c2ccccc2c1=O	0%[76.3 µM]
CN(CC1CCOCC1)C(=O)CC1C(=O)NCCN1Cc1ccccc1F (centres undefined)	4%[76.3 µM]
CN(C(=O)c1nn(C)c2c1CSc1ccccc1-2)c1ccccc1Cl	4%[76.3 µM]
CCOc1ccc(/C=C2/SC(=S)N(CCC(=O)Nc3ccc(C(=O)O)cc3)C2=O)cc1	-5%[76.3 µM]
O=c1[nH]c2ccccc2cc1CN(Cc1ccco1)S(=O)(=O)c1ccc(F)cc1	-3%[76.3 µM]
CC1C(=O)C(C)C(c2ccc(O)cc2)NC1c1ccc(O)cc1 (centres undefined)	2%
CCOC(=O)C1CCN(C(=O)c2cc3c(ccc4ccccc43)o2)CC1	-8%[76.3 µM]
CN(C)S(=O)(=O)c1cccc(COC(=O)c2cnccn2)c1	-9%
COc1ccc(C)cc1NC(=O)CSc1nnnn1C1CCCC1	-10%
O=C(CCCCCN1C(=O)c2ccccc2C1=O)Nc1ccc(C(=O)O)cc1	-7%
COc1cc(/C=C2\SC(=S)N(CC(=O)O)C2=O)ccc1OC(=O)c1ccco1	3%
COc1cc(NS(=O)(=O)c2ccc(NC(=O)CCC(=O)O)cc2)nc(OC)n1	-1%
N#C/C(=C\C=C\c1ccccc1[N+](=O)[O-])C(=O)NCc1ccccc1	-9%
COc1cccc(NC(=O)C/C(C)=N/NC(=O)C2CCCCC2)c1	-9%
CC(C)Cn1c(N)c(C(=O)COC(=O)Cc2cccs2)c(=O)n(C)c1=O	5%[76.3 µM]
Cc1c(C(=O)O)oc2ccc3c(c12)C(O)CC(C)(C)O3 (centres undefined)	8%
CC1=CC(C)[C@@H]2COC(c3ccc(O)cc3)[C@H]1C2C (some centres undefined)	-18%
Cc1ccc2nc(N(CCCN(C)C)C(=O)c3ccc(S(=O)(=O)N4CCOCC4)cc3)sc2c1	0%[76.3 µM]
Cc1nc2nc(C)c(NS(=O)(=O)c3ccc(Cl)cc3)c(=O)n2[nH]1	1%
COc1ccc(-n2nc(C(=O)NCC(=O)N3CCOCC3)c3ccccc3c2=O)cc1Cl	1%
NS(=O)(=O)c1ccc(CNC(=O)c2ccc3ccccc3n2)cc1	0%
Cc1ccc(C)c(NS(=O)(=O)c2ccc(-c3ccc(=O)[nH]n3)o2)c1	-3%[76.3 µM]
COc1cc(C)c(S(=O)(=O)NCCCn2ccnc2)cc1C	5%[76.3 µM]
CC(=O)Nc1ccc(S(=O)(=O)N2CCC(C(=O)NCCC(=O)NCc3ccccc3)CC2)cc1	-8%[76.3 µM]
COC(=O)c1ccc(N(CC(=O)NC2CCCC2)C(=O)c2ccc(C)s2)cc1	-9%
COc1ccc(Nc2ncnc3sccc23)cc1OC	-9%
C=CCSc1nnc(NC(=O)C23CC4CC(CC(NC(C)=O)(C4)C2)C3)s1	-5%[76.3 µM]
CCOC(=O)c1oc2ccccc2c1COC(=O)CNC(=O)c1cccc(C)c1	-8%[76.3 µM]
COc1cccc(CN2CCNC(=O)C2CC(=O)NCCN2CCOCC2)c1OC (centres undefined)	1%[76.3 µM]
COc1ccc(N(CC(=O)NCc2ccc3c(c2)OCO3)C(=O)c2csnn2)cc1	3%

Four entries from above, reformatted.
C=CCSc1nnc(NC(=O)C23CC4CC(CC(NC(C)=O)(C4)C2)C3)s1
  GAA glycogen: -5%[76.3 µM]

CCOC(=O)c1oc2ccccc2c1COC(=O)CNC(=O)c1cccc(C)c1
  GAA glycogen: -8%[76.3 µM]

COc1cccc(CN2CCNC(=O)C2CC(=O)NCCN2CCOCC2)c1OC (centres undefined)
  GAA glycogen: 1%[76.3 µM]

COc1ccc(N(CC(=O)NCc2ccc3c(c2)OCO3)C(=O)c2csnn2)cc1
  GAA glycogen: 3%

(more compounds)
canonical_smiles	GAA glycogen
Cc1cc(OC(C)C(=O)N2CCN(c3ccc(F)cc3)CC2)c2c(C)c(C)c(=O)oc2c1 (centres undefined)	-2%[76.3 µM]
Cc1ccc(CNC(=O)Nc2ccc(F)cc2)n1C	-11%
CCCn1cnnc1CNC(=O)C1CCC(=O)N(CCc2cccc(F)c2)C1 (centres undefined)	5%[76.3 µM]
CCOC(=O)c1ccc(S(=O)(=O)NNS(=O)(=O)c2ccc(C)cc2)cc1	?
COC(=O)Cn1cnc2c(oc3ccccc32)c1=O	6%[76.3 µM]
CCOC(=O)c1cc2c(=O)c3cc(C)ccc3oc2nc1C	2%
O=C(NCCc1cccs1)c1ccc(CS(=O)Cc2ccc(Cl)cc2)o1 (centres undefined)	-2%[76.3 µM]
O=C(CNC(=O)c1ccco1)N/N=C/c1ccc(O)cc1O	-20%[76.3 µM]
COc1ccc(CCN(C)C(=O)CNC(=O)Cc2cccc3ccccc23)cc1OC	-9%[76.3 µM]
N=c1oc2ccccc2cc1C(=O)Nc1cccc(F)c1	2%
COC(=O)C1CN(C(=O)COc2cc(C)c(Cl)c(C)c2)c2ccccc2O1 (centres undefined)	-15%
Cn1c(CNC(=O)c2ccc3c(c2)OCO3)nnc1SCC(=O)Nc1ccc(F)cc1	-1%[76.3 µM]
CC(=O)N1c2ccc(S(=O)(=O)N3CCC(C(=O)NCc4ccccc4Cl)CC3)cc2CC1C (centres undefined)	0%[76.3 µM]
O=C(Nc1ccccc1Oc1ccccc1)c1cccs1	2%
Cc1cc(OC(C)C(=O)NCCc2c[nH]c3ccccc23)c2c(C)cc(=O)oc2c1 (centres undefined)	-7%[76.3 µM]
CCCCN(C(=O)CNC(=O)c1ccco1)C(C(=O)NC1CCCCC1)c1cccnc1 (centres undefined)	3%
O=C(COc1ccc(F)cc1)Nc1ccc2c(c1)OCCO2	0%[76.3 µM]
COc1ccc(C(=O)Nc2ccc(NC(=O)Cc3ccccc3)cn2)cc1	10%
CN(Cc1c(C(=O)N/N=C/c2ccc(O)cc2)nnn1-c1nonc1N)C1CCCCC1	9%[76.3 µM]
Cc1c(OCC(=O)NC(Cc2ccc(Cl)cc2)C(=O)O)ccc2c1oc(=O)c1ccccc12 (centres undefined)	-6%[76.3 µM]
O=C(NC1CCN(c2ncccn2)CC1)c1c(F)cccc1F	7%
CCn1cc(CCCC(=O)NCc2cccc(OC)c2)c2ccccc21	2%
Cc1coc2cc3oc(=O)c(CCC(=O)NCc4ccccn4)c(C)c3cc12	-4%[76.3 µM]
CSc1nnc(-c2ccc(S(=O)(=O)N3CCCCC3)cc2)o1	-4%
CN(Cc1ccc(Cl)cc1)C(=O)c1ccc2ccccc2n1	-9%
COc1ccc(S(=O)Cc2ccc(C(=O)NCc3cccc(OC)c3)o2)cc1 (centres undefined)	3%[76.3 µM]
COc1ccc(/C=C2\SC(=S)N(C(C)C(=O)NC3C=CS(=O)(=O)C3)C2=O)cc1 (centres undefined)	-4%[76.3 µM]
COc1ccc(N2CCN(C(=O)CCS(=O)(=O)c3ccc4c(c3)NC(=O)C(C)S4)CC2)cc1 (centres undefined)	-1%[76.3 µM]
Cn1c(SCC(=O)Nc2ccc(NC(=O)c3ccccc3)cc2)nnc1-c1ccncc1	-1%
C=CCn1cc(C(=O)N2CCN(CC)CC2)c(=O)c2cc(S(=O)(=O)N(CC)CC)ccc21	-1%
COc1ccc(C2CC(c3cccs3)=NN2C(=O)c2ccccc2)cc1OC (centres undefined)	3%
CC(Oc1ccc2c(-c3ccccc3)cc(=O)oc2c1)C(=O)NC(Cc1c[nH]c2ccc(O)cc12)C(=O)O (centres undefined)	?
NC(=O)C(c1ccc(F)cc1)c1ccc(C(=O)c2ccccc2)cc1 (centres undefined)	0%
CCc1cc2cccc(C)c2nc1SCC(=O)NC1CCCC1	2%
COc1ccc(CCNCc2c(-c3ccccc3)n(C)c3ccccc23)cc1	-3%
Cc1cc(Oc2nc3ccccn3c(=O)c2/C=C(\C#N)C(=O)NC2CCS(=O)(=O)C2)ccc1Cl (centres undefined)	2%
CCC(C)(C)c1ccc(OC(=O)c2cccnc2Cl)cc1	-8%
Cc1cc(NS(=O)(=O)c2ccc(NS(=O)(=O)c3ccc(Br)cc3)cc2)no1	-1%[76.3 µM]
Cc1cc([N+](=O)[O-])nn1Cc1noc(C(=O)NCc2ccc3c(c2)OCO3)n1	2%[76.3 µM]
COc1cccc(NC(=O)CSc2nc(C3CC3)nc3ccccc23)c1	2%
CCCOc1ccc(C(=O)NNC(=S)NC(=O)c2ccccc2)cc1	0%
C[C@H](NC(=O)N1CCn2c1nc1ccccc12)C(=O)NCc1ccc(F)cc1	-7%[76.3 µM]
COc1ccccc1OCC(=O)Nc1ccc2c(c1)OCCO2	11%
COc1cc(Cc2cc(N)nc(N)n2)cc(OC)c1OC	-3%
COc1ccc(NC(=O)c2ccc(Cl)cc2)c[n+]1[O-]	-3%
CCOc1ccccc1NC(=O)CS(=O)(=O)c1cn(CC(=O)N2CCOCC2)c2ccccc12	-5%[76.3 µM]
COc1ccc([C@]23Cc4c(ccc5ccccc45)C(O2)C2=C(CC4(CCCCC4)OC2=O)O3)cc1	-11%[15.3 µM]
O=S(=O)(NCC(c1cccnc1)N1CCN(Cc2ccccc2)CC1)c1ccc(Cl)cc1 (centres undefined)	1%[76.3 µM]
COC(=O)c1ccc(CN(C)S(=O)(=O)c2cccs2)cc1	7%[76.3 µM]
COc1ccc(S(=O)(=O)Nc2ccc(OCC(=O)O)cc2)c2ccccc12	-10%

Next part.
canonical_smiles	GAA glycogen
COc1ccc(OC)c(NC(=O)CCNC(=O)c2ccco2)c1	0%
CCn1cc(C(=O)N[C@@H](C)C(=O)NCCCn2ccnc2)c(=O)c2cc3c(cc21)OCO3	8%[76.3 µM]
Cc1ccc(NC(=O)C2CCN(C(=O)NCc3ccccc3)CC2)cc1C	2%[76.3 µM]
O=C(COC(=O)c1cccc(S(=O)(=O)N2CCOCC2)c1)NCCc1ccccc1	-10%[76.3 µM]
CCn1cc(CN2CCC(Oc3ccc(C(=O)N4CCCCC4)cc3)CC2)cn1	0%[76.3 µM]
O=C(COC(=O)c1cc(S(=O)(=O)N2CCOCC2)ccc1F)NCc1ccco1	3%[76.3 µM]
CN(C)C(=O)COc1ncnc2sc(-c3ccccc3)cc12	3%
CS(=O)(=O)c1ccc2nc(NC(=O)CCS(=O)(=O)c3ccccc3)sc2c1	-5%
CCc1nn(CC(=O)NCCCN2CCN(C)CC2)c(=O)c2cc3sc(C)cc3n12	-10%[76.3 µM]
CCN(CC)c1ccc(CN(C(=O)c2cccs2)C2CCS(=O)(=O)C2)cc1 (centres undefined)	-21%[76.3 µM]
COc1ccc(N2C(=O)C3CCCN3C2=S)cc1 (centres undefined)	-20%
O=C(CSc1ccc2nnc(-c3cccnc3)n2n1)Nc1ccccc1	-7%[76.3 µM]
NS(=O)(=O)c1ccc(CCNC(=O)c2coc3ccccc3c2=O)cc1	3%
O=C(CN(C(=O)CCC(=O)Nc1nccs1)c1cccc(C(F)(F)F)c1)NCC1CCCO1 (centres undefined)	-7%[76.3 µM]
COc1ccc(CCNC(=O)CCNC(=O)c2ccc([N+](=O)[O-])cc2)cc1	1%
CC(Oc1ccc(F)cc1)C(=O)Nc1cc(S(=O)(=O)N2CCOCC2)ccc1N1CCCC1 (centres undefined)	-2%[76.3 µM]
C/C(=N\Nc1ccc(Cl)cc1)c1ccncc1	-1%
O=C(Oc1ccc(Br)cc1)c1cccnc1	-2%
COc1ccc(S(=O)(=O)Nc2cccc(C)c2C)c2cccnc12	1%
CC(Nc1ccc(F)cc1)=[N+](C)CCNS(=O)(=O)c1ccc(Cl)cc1	-7%[76.3 µM]
CN(C)c1ccc(C(=O)N2CCCC(N3CCN(Cc4ccc5c(c4)OCO5)CC3)C2)cc1 (centres undefined)	-7%[76.3 µM]
O=C(Nc1cccc2ccccc12)N(CCO)C1CCS(=O)(=O)C1 (centres undefined)	-3%

Assay outcomes: PubChem BioAssay, National Center for Advancing Translational Sciences (NCATS)

This is a subset, so the mix of outcomes need not match the whole.
